B2AR arrestin = recruits beta-arrestin to the human beta2-adrenergic receptor | Potency, µM (highest dose often 46.1 µM), inactives show at the top dose activation, hits mostly activators | beta-arrestin recruitment to beta2AR, cell-based reporter | 330,000 compounds, 0.02% hits;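 also: potency is read from the fitted curve at half-maximal effect; 0% = DMSO controls and full agonism = EC100 isoproterenol or metaproterenol; nearly all actives have a fitted effect of over 65% in size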
Target sequence (P07550 whole entry, looked up): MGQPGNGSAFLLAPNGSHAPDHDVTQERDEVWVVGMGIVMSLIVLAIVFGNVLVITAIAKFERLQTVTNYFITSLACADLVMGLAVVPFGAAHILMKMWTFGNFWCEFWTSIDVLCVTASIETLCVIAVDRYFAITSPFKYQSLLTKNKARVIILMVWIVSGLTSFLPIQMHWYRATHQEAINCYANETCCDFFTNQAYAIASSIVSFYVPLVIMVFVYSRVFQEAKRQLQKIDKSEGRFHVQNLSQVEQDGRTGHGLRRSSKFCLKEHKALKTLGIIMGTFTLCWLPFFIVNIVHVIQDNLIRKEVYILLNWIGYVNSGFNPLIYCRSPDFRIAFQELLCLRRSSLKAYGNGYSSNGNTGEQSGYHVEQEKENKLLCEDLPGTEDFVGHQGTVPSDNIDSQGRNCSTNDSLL
TSHR antag = blocks TSH signaling through the human TSH receptor. P16473. TSHR-expressing cells, TSH-stimulated cAMP HTRF, 2 h; stronger effect = lower value. activity change, negative = inhibition, % at 11.5 µM. 330,000 compounds, 0.2% hits;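 active = activity change below a set negative limit, meaning inhibition stronger than a set level, cut at about -70% in these data; inconclusive = activity change between two set negative limits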; also: % is scaled to controls: 0 for no effect and ±100 for the full control effect
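Antagonism was scored as loss of TSH-driven cAMP in TSHR cells, stimulated with 4nM TSH (EC80) for 2 hours at 37 deg C and detected by homogeneous HTRF competition immunoassay.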
Mito fusion yeast = inhibitors of mitochondrial division or activators of mitochondrial fusion; 320,000 compounds, 0.23% hits; Potency, µM (top dose mostly 46.1 µM), without a hit: top-dose growth rescue (activation), hits mostly activators; S. cerevisiae fusion-defective mutant growth rescue, CellTiterGlo 48 h;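 also: potency is read from the fitted curve at half-maximal effect; % of control where 0% means no effect; nearly all actives have a fitted effect of over 45% in size; temperature-sensitive fusion mutants such as fzo1-1 at 37 °C on non-fermentable ethanol glycerol medium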
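Read-out: ATP-based luminescence (CellTiterGlo, 10 min ambient) reporting growth of fusion-defective ts yeast after 48 hours at 37C on glycerol/ethanol YPEG medium in the presence of compound.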
uPA surface inh = blocks generation of uPA at the cell surface; cell surface uPA generation assay, qHTS; Potency, µM (highest dose often 38.3 µM), inactives show at the top dose activity change, negative = inhibition, hits mostly inhibitors; 330,000 compounds, 0.31% hits; AID 540303; active = well fitted inhibition curve with a large enough effect; inconclusive = small, poorly fitted or top-dose-only effect; inactive = no such curve, though single readings can be large or run the other way; tested in mouse RAW 264.7 cells; also: potency is read from the fitted curve at half-maximal effect; % is scaled to controls: 0 for no effect and ±100 for the full control effect; nearly all actives have a fitted effect of over 55% in size
TCR act = activates T cell receptor signaling; AID 504894; 330,000 tested, under 10 active; primary human leukocytes, anti-CD3, IL-2 HTRF, 48 h; Potency, µM (doses to about 9.22 µM), for the others: at the highest dose activation of IL-2 secretion, hits mostly activators; also: % of control where 0% means no effect
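Using a-CD3 beads without co-stimulation, primary human leukocytes were exposed to compounds for 48 hr. An HTRF IL-2 kit measured the cytokine, with europium-to-d2 energy transfer producing emission at 665nm upon 320nm excitation.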
BCR signal inh = blocks chronic active B-cell receptor signaling. ABC-DLBCL IkBa-CBG/CBR reporter, luminescence ratio, 4 h. Potency, µM (highest dose often 46.1 µM), for inactives: at the top dose ratio change, negative = lower green/red ratio, usual class: inhibitors. 340,000 compounds, 0.05% hits; active = well fitted inhibition curve with a large enough effect in the signal ratio, with a control signal flat, not every such curve was filed as active; inconclusive = small, poorly fitted or top-dose-only effect, or effect the other way, or a change in a side signal; the % refers to the signal ratio;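 also: potency is read from the fitted curve at half-maximal effect; plate controls were basal doxycycline-induced cells for no effect and cells given 10 µM MG132 for full effect; MG132 reads +100%, hits lower the ratio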
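Doxycycline induced both beetle luciferases in TMD8 lymphoma cells; IKK-driven degradation limits the IkappaBalpha-fused green signal, while red luminescence normalises for cell number and nonspecific effects. Compounds tested up to 46 uM, 4 hrs.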
PTAP TSG101 blk = blocks PTAP/TSG101 interaction to inhibit HIV-1 budding | Fluorescence polarization, FITC-PTAP peptide / Tsg101 binding | Potency, µM (doses to about 115 µM), for the others: top-dose activity change, negative = inhibition, actives largely listed as inhibitors | 340,000 tested, under 10 active | AID 493005; active = well fitted inhibition curve with a large enough effect in the main read-out, with a control signal flat, not every such curve was filed as active; inconclusive = small, poorly fitted or top-dose-only effect, or effect the other way, or a change in a side signal; inactive = no such curve, though single readings can be large or run the other way; also: potency is read from the fitted curve at half-maximal effect; % of control where 0% means no effect
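Steps: Tsg101 binding domain dispensed (10 uM final), compounds pinned in DMSO, FITC-labeled PTAP-motif peptide added (50 nM final); after 20 min binding at room temperature, polarization measured.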
USP2a inh = inhibitors of human ubiquitin-specific protease USP2a; O75604; USP2 core, Ub-CHOP2 coupled fluorogenic reporter, 485/531; Potency, µM (top dose mostly 38.3 µM), without a hit: at the top dose activity change, negative = inhibition, actives largely listed as inhibitors; 330,000 compounds, 0.01% hits;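 also: potency is read from the fitted curve at half-maximal effect; plate controls were DMSO wells for no effect and full inhibition by NEM control for full effect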
Target sequence (O75604 whole entry, looked up): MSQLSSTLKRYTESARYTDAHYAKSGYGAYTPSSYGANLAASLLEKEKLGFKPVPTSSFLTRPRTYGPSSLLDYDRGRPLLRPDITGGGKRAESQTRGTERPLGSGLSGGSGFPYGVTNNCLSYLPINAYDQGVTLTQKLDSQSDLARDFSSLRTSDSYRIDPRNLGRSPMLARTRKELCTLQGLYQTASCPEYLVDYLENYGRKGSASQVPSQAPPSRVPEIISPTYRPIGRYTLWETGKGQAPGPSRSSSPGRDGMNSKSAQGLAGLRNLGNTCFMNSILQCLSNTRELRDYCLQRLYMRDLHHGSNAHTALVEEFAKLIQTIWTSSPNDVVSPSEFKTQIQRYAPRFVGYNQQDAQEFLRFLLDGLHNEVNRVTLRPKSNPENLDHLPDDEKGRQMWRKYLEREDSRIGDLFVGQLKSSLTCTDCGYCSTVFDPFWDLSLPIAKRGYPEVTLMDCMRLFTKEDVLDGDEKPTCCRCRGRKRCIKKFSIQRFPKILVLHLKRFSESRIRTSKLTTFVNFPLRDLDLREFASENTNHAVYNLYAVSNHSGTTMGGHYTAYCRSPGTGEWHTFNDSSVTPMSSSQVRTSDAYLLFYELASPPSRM
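Cell-free coupled assay: 10nM USP2 core preincubated 30min RT with compound in Tris-HCl pH 8.0/CaCl2/CHAPS buffer, then 25nM Ub-CHOP2 and 25nM reporter substrate; fluorescence (Ex 485/Em 531) read after 60min RT, normalized to NEM inhibition, concentration-response curves fitted.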
Eya2 inh = Eya2 (human) phosphatase inhibition; 330,000 compounds, 0.006% hits; O00167; recombinant Eya2, OMFP fluorescence dephosphorylation (OMFP is methylfluorescein phosphate); Potency, µM (highest dose often 76.9 µM), without a hit: top-dose activity, negative = inhibition, hits mostly inhibitors; also: potency is read from the fitted curve at half-maximal effect; % is scaled to controls: 0 for no effect and ±100 for the full control effect
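Eya2 protein (added as 0.2 uM solution) was preincubated with compound for 10 min at ambient temperature in 50 mM HEPES pH 7.5, 50 mM NaCl, 5 uM MgCl2, 0.05% BSA, 1 mM DTT. OMFP (added at 50 uM) then reacted 10 min; fluorescence read at 485/525 nm.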
ELG1 repair inh = ELG1-dependent DNA repair inhibition. HEK293T ELG1-luciferase reporter, luminescence, 16 h; DNA damage induced by 5-fluorouridine. Potency, µM (series often up to 46.1 µM), without a hit: at the top dose activity change, negative = inhibition, hits mostly inhibitors. 330,000 compounds, 2.3% hits. AID 504467; also: potency is read from the fitted curve at half-maximal effect; % is scaled to controls: 0 for no effect and ±100 for the full control effect; nearly all actives have a fitted effect of over 55% in size
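In this reporter screen, reduction of luminescence relative to DMSO vehicle indicated activity. Compounds and 5-fluorouridine were added together to 2,000 cells per well, incubated for 16 hr at 37 °C, then developed with ONE-Glo.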
Tb PFK inh = inhibitors of T. brucei phosphofructokinase | O15648 | T. brucei PFK, ADP-Glo luminescence | Potency, µM (titrated, usually from 57.5 µM), for the others: top-dose activity, negative = inhibition, usual class: inhibitors | 330,000 compounds, 0.17% hits;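 also: potency is read from the fitted curve at half-maximal effect; 0% = uninhibited 1x PFK enzyme wells and -100% = no-enzyme wells; nearly all actives have a fitted effect of over 60% in size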
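ADP-Glo luminescence quantified ADP after 45 min at room temperature, with 1.25 nM T. brucei PFK, 0.1 mM ATP and 0.5 mM fructose-6-phosphate in pH 8.0 TEA buffer. qHTS titrations up to 57 µM; curves classified by quality.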
* = called active by the depositor; u = inconclusive; x = not tested or not shown; [ ] = remark or other dose. Unless noted, calls follow the shape of the dose curve; as a rule, active = well fitted curve in the direction sought with a large enough effect; inconclusive = small, poorly fitted or top-dose-only effect, or another doubt; inactive = no such curve, though single readings can be large; an effect the other way counts as inactive or inconclusive.

Values run as follows: B2AR arrestin | TSHR antag | Mito fusion yeast | uPA surface inh | TCR act | BCR signal inh | PTAP TSG101 blk | USP2a inh | Eya2 inh | ELG1 repair inh | Tb PFK inh
> COc1ccc(-c2n[nH]c(C)c2-c2cnn(-c3ccccc3)c2)c(O)c1
 : 0.3% | -5 | u | 2% | 3%[46.1 µM] | u | 0% | -9% | -4% | -16% | -4%
> COc1ccc(-c2cc(C)no2)cc1S(=O)(=O)N(C)Cc1ccco1
 : -0.4% | 3 | -2% | 17% | -4% | 0% | -2% | -1% | 4% | -3% | 1%
> Nc1cc(Cl)ccc1C(=O)OCC(=O)NC1CCS(=O)(=O)C1 (configuration not stated)
 : -0.4% | 15 | -3% | 1% | 8% | -5% | -7% | 1% | 13% | 2% | 0%
> CC1(C)OC(c2ccccc2)=C/C(=C/C=C2C(=O)c3ccccc3C2=O)O1
 : -0.3% | -9 | 3% | -3% | 4% | u | 2% | 1% | 12% | -4% | -3%
> CC(C)c1ccc(N(CC(=O)NN=C2CCN(C)CC2)S(=O)(=O)c2ccccc2)cc1
 : 0.0% | -11 | -5% | -18% | -1% | -12% | 0% | 3% | 2% | -5% | -9%
> COc1ccccc1NC(=O)Cn1c(=O)oc2cc(S(=O)(=O)N3CCCC3)ccc21
 : 0.4% | 8 | -1% | -1% | -1% | 5% | -2% | 2% | -3% | -2% | 0%
> COc1ccc(OC)c(/C=C/C(=O)N(C)CC(=O)Nc2cc(C)ccc2C)c1
 : -1.0% | -8 | 4% | -1% | -6% | 0% | -6% | 1% | 1% | -5% | -3%
> CCC(=O)c1ccc(OCC(O)CNCc2ccc(F)cc2)cc1 (configuration not stated)
 : -0.4% | 1 | -3% | -2% | -2%[46.1 µM] | -1% | -3% | 3% | 9% | 14% | 2%
> O=C(COC(=O)c1ccccc1)Nc1ccccc1Br
 : 0.0% | 3 | -1% | 3% | -6% | -21% | -1% | 0% | u | 13% | -6%
> COc1ccc2cc(C(=O)COC(=O)COc3ccc4c(C)cc(=O)oc4c3)ccc2c1
 : -1.1% | -1 | 3% | -3% | 5%[46.1 µM] | 4% | -2% | 2% | -3% | u | -2%
> CC(C)(C)C(=O)Nc1nc2c(s1)CN(Cc1ccccc1)CC2
 : -0.8% | -4 | -2% | 4% | 6% | 1% | 1% | 1% | -1% | u | 13%
> O=C(Nc1ccccc1OC(F)F)c1cccc(S(=O)(=O)N2CCCC2)c1
 : -0.1% | 25 | 0% | -10% | 3% | u | -5% | -4% | 9% | 15% | -9%
> CN(Cc1ccccc1)C(=O)COC(=O)c1cc([N+](=O)[O-])ccc1N1CCOCC1
 : -0.2% | -2 | 1% | -2% | 0% | u | -4% | 1% | -19% | -1% | 3%
> O=C(COc1ccc(Cl)cc1Cl)NC(=O)N1CCOCC1
 : 0.1% | -4 | 2% | 1% | 7% | 0% | -4% | -1% | 14% | u | -10%
> CC(C)CC1CC(C)(c2csc(NNC(=O)c3ccccc3)n2)OC1=O (configuration not stated)
 : -0.1% | 5 | -4% | -1% | -7% | 1% | -4% | 0% | -11% | u | 2%
> O=C(/C=C/c1cccc(F)c1)N1CCc2ccccc21
 : -0.8% | 9 | 5% | -2% | 1%[46.1 µM] | -1% | 34%[activator] | -1% | -5% | u | 0%
> CC(NC(=O)c1ccc(Cn2cc([N+](=O)[O-])cn2)cc1)c1ccccc1 (configuration not stated)
 : -0.5% | 11 | -13% | 2% | 5%[46.1 µM] | 0% | -1% | 3% | 4% | u | u
> Cc1ccccc1N(CC(=O)NC1CCCCC1)C(=O)CCCC(=O)Nc1ccccn1
 : 0.1% | -3 | 3% | -1% | 8% | 9% | 2% | -1% | -7% | 6% | -1%
> CCCCN(C(C)=O)c1c(N)n(CCC)c(=O)n(CC(=O)Nc2cc(Cl)cc(Cl)c2)c1=O
 : -0.4% | 3 | 0% | x | -24% | -9% | -1% | -2% | 1% | 3% | -2%
> O=C(NNC(=O)C1CCCC1)c1ccc(F)cc1
 : -0.1% | -2 | 0% | 1% | -2% | 11% | 1% | 1% | 8% | 18% | -1%
> Cc1ccc2nc3n(c2c1)CCCN3
 : -0.1% | 8 | 5% | -19% | -5% | -1% | -1% | 2% | 8% | 9% | 12%
> COc1cc(NC(=O)C2CCCO2)c(C(=O)O)cc1OC (configuration not stated)
 : -0.2% | 9 | -4% | x | 2% | 7% | -11% | 0% | -14% | 3% | -1%
> CCOC(=O)N1CCC(N2C(=O)c3ccccc3C2Nc2ccc3c(C)cc(=O)oc3c2)CC1 (configuration not stated)
 : 2.5% | 28 | 11% | 2% | -1%[46.1 µM] | u | -1% | 0% | 1% | u | -11%
> Cc1nc2cc(NC(=O)c3ccco3)ccc2n1C
 : -1.3% | 3 | -2% | u | -8% | u | -5% | -2% | 4% | u | 0%
> CCOC(=O)Cc1csc(NC(=O)Cc2ccccc2[N+](=O)[O-])n1
 : 0.0% | -1 | 13% | -1% | -4% | -3% | -5% | 0% | -3% | 29% | -1%
> CC(C)N1C/C(=C/c2ccsc2)C(=O)/C(=C/c2ccsc2)C1
 : -0.4% | 3 | -1% | -12% | 2%[46.1 µM] | u | -4% | -1% | -15% | 18µM* | -6%
> COC(=O)C(NC(=O)Nc1ccccc1OC)C(C)C (configuration not stated)
 : -0.2% | 3 | 1% | 3% | -3% | -21% | -4% | -13% | -16% | 1% | 8%
> COC(=O)CN1C(=O)Nc2ccc(C)cc2C1c1ccccc1 (configuration not stated)
 : -0.3% | -8 | -7% | 1% | -7% | -12% | 1% | -3% | -17% | 9% | -12%
> O=[N+]([O-])c1ncccc1OCc1ccccc1Br
 : -1.1% | 1 | -21% | -6% | -3% | -11% | -6% | 0% | -6% | -4% | 0%
> Cc1ccc(N2CC(C(=O)OCC(=O)Nc3ccc(Cl)cc3)CC2=O)cc1 (configuration not stated)
 : -0.6% | -3 | 1% | -4% | 5% | 0% | 0% | 0% | 8% | 13% | -4%
> COC(=O)c1ccc(N2CCOCC2)c(NC(=O)c2ccco2)c1
 : -0.3% | 10 | 1% | -5% | x | 3% | -4% | 2% | 0% | -1% | -11%
> CCOC(=O)C1(Cc2ccccc2)CCCN(C2CCCC2)C1 (configuration not stated)
 : -0.1% | -6 | 16% | 0% | -3% | -19% | -6% | 0% | -4% | -8% | 2%
> Cc1ccccc1NS(=O)(=O)c1cc(S(C)(=O)=O)ccc1Cl
 : -0.2% | 15 | -1% | -7% | 3% | u | -4% | -1% | 2% | 0% | -4%
> Cc1cccc(Nc2nnc(SCC(=O)Nc3ccccc3[N+](=O)[O-])s2)c1
 : -0.1% | -14 | 9% | 4% | -3%[46.1 µM] | u | -1% | -1% | 2% | -16% | -4%
> CCOC(=O)Cn1c(CN2CCOCC2)nc2c1c(=O)[nH]c(=O)n2C
 : -1.0% | 21 | 1% | 11% | 1%[46.1 µM] | -9% | -2% | 0% | -7% | 6% | -2%
> Cc1ccc(C2CC(c3ccc(Cl)cc3)n3nc(N)nc3N2)cc1 (configuration not stated)
 : 0.1% | -1 | -12% | 14% | 2%[46.1 µM] | -13% | -7% | 10% | 0% | 16% | 3%
> Cc1cc(C)nc(NS(=O)(=O)c2ccc(NC(=O)Nc3ccccc3)cc2)n1
 : -0.3% | 9 | 3% | 6% | 0% | -1% | 1% | -1% | 10% | -10% | 1%
> Cn1nc(-c2ccc(N3CCOCC3)c(NS(=O)(=O)c3ccc(Cl)cc3)c2)c2ccccc2c1=O
 : -0.3% | -37 | 11% | -12% | -2% | -5% | 1% | 2% | 8% | 1% | 2%
> CC(C(=O)NC1CCCCC1)N1CCN(S(=O)(=O)c2cccs2)CC1 (configuration not stated)
 : -0.2% | 13 | 6% | 2% | 1% | 1% | -3% | -1% | 4% | 10% | 5%
> COc1ccc(S(=O)(=O)N(C)CC(=O)Nc2ccc3c(c2)OCCO3)cc1OC
 : -0.2% | 2 | 0% | -7% | -3% | -18% | -2% | -3% | -2% | -12% | -7%

Compound activity deposited in PubChem BioAssay by National Center for Advancing Translational Sciences (NCATS).
